# Screening results from PubChem.
# PhoP GFP inhibition: PhoP regulon inhibitors, Salmonella typhi PhoP promoter GFP reporter, confirmatory (AID 1850); Salmonella Typhi PhoP-promoter GFP reporter, fluorescence, 4 h; higher % means a stronger effect; one-dose inhibition, % at 50 µM; IC50 in µM for titrated hits; 310,000 compounds, 0.33% hits; in the data active means a potency from the dose series; inconclusive means inhibition mostly from about 25% at the one dose, without a potency; inactive means the rest, 99 in 100 with inhibition below about 19%;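 further: 0% = induced wells with vehicle and 100% = uninduced wells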
# VEEV TC-83 Vero: inhibitors of VEEV TC-83 cytopathic effect, confirmation, Vero cells (AID 588727) | 350,000 compounds, 0.13% hits | Vero cells, VEEV TC-83 cytopathic effect inhibition; higher % means a stronger effect | inhibition, % at 20 µM, or IC50 in µM where a hit was titrated; in the data active means a potency from the dose series; inconclusive means inhibition mostly from about 14% at the one dose, without a potency; inactive means the rest, 99 in 100 with inhibition below about 12%; further: strong numbers were not always called active
# H37Rv inhibition: M. tuberculosis growth inhibition, HTS (AID 449762). M. tuberculosis H37Rv growth inhibition, 7H9 media; higher % means a stronger effect. one-dose inhibition, % at 25 µM; IC50 in µM for titrated hits. 330,000 compounds, 0.59% hits; in the data active means a potency from the dose series; inconclusive means inhibition above about 70% without an active follow-up result;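 further: bacterial growth assessed after seven days of incubation; strong numbers were not always called active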
# M. tuberculosis: growth inhibition of non-replicating M. tuberculosis (AID 488890); Mycobacterium tuberculosis non-replicating, growth inhibition; higher % means a stronger effect; inhibition, % at 25 µM, or IC50 in µM where a hit was titrated; 320,000 compounds, 0.39% hits; in the data active means a potency from the dose series; inconclusive means inhibition mostly from about 82% at the one dose, without a potency; inactive means the rest, 99 in 100 with inhibition below about 76%;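 further: plate controls were DMSO cells for no effect and high antibiotic wells for full effect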
# H1N1 NS1A inhibition: H1N1 influenza NS1A inhibitors, functional cell based assay (AID 504329) | inhibition, % at 12.5 µM, or IC50 in µM where a hit was titrated | NS1A functional cell-based assay, percent inhibition; higher % means a stronger effect | 340,000 compounds, 0.3% hits; in the data active means a potency from the dose series; inconclusive means inhibition above about 27% without an active follow-up result; further: strong numbers were not always called active
# VEEV TC-83 Vero 10K pilot screen: further read-out of VEEV TC-83 Vero, marked with its call; inhibition, %; measured here: 10K pilot screen inhibition
# Starred values were filed as active, the others as inactive; i = inactive; u = inconclusive; x = no result given.
SMILES,PhoP GFP inhibition,VEEV TC-83 Vero,H37Rv inhibition,M. tuberculosis,H1N1 NS1A inhibition,others
O=C(Cc1ccc(Br)cc1)Nc1cccc(Cl)c1,4%,5.3%,27%,76%,x,
COc1ccc(NC(=O)c2cc(C)cc(C)c2)cc1S(=O)(=O)N1CCCCC1,x,i,-7%,16%,-1%,
CC1CCCCN1C(=O)CN1C(=O)CN(C)C(=O)c2ccccc21 (stereo unspecified),-16%,4.0%,-10%,-10%,5%,VEEV TC-83 Vero 10K pilot screen=2.0
COc1cc(OC)cc(C(=O)NCC(=O)NCCN2C(=O)S/C(=C\c3ccccc3Cl)C2=O)c1,x,0.5%,2%,1%,5%,
COc1ccc2c(CC(=O)NCCN3C(=O)S/C(=C\c4cccnc4)C3=O)coc2c1,-6%,2.9%,-6%,12%,1%,
CC1=C(C(=O)Nc2ccc(Br)cc2)C(c2ccco2)NC(=O)N1 (stereo unspecified),14%,1.3%,-11%,2%,7%,
CCC(=O)c1cn(/C(=C\C(=O)OC(C)(C)C)CCC(OC)OC)cc1CC,12%,i,8%,9%,-9%,
Cc1cc(C)c(OCCOCCN2CCNCC2)c(C)c1,-3%,0.9%,-15%,8%,-1%,
O=C1OC(=O)C2C1[C@@H]1CC[C@H]2O1 (stereo partly specified),0%,0.4%,-4%,-1%,0%,
CC(=O)Nc1cn(-c2ccccc2)nc1-c1ccccc1,-16%,0.2%,9%,7%,3%,
Cc1cc(CNC(=O)C2CCC(=O)N(CCc3ccc(Cl)cc3)C2)no1 (stereo unspecified),-9%,2.8%,4%,-1%,-8%,
COc1cccc(CNC(=O)N2CCN(S(=O)(=O)c3ccc(Cl)cc3)CC2)c1,4%,0.8%,21%,-1%,0%,
O=C1/C(=C/c2ccc(F)cc2)Oc2cc(OC(=O)N3CCOCC3)ccc21,1%,i,13%,-15%,-1%,
C=C1C(C)C2C(Cc3ccccc3)NC(=O)C23C(OC(C)=O)C=CC(C)(O)CC(C)CC=CC3C1O (stereo unspecified),x,6.5%,x,x,-2%,
O=C(CCc1nnc2ccc(NCc3ccccc3)nn12)NC1CCCCC1,-6%,1.1%,1%,-4%,-9%,
CCN(CC(=O)Nc1ccc(NC(C)=O)cc1)C(=O)c1cccc2ccccc12,x,3.0%,-8%,4%,-5%,
CSC1=N/C(=C\c2ccccc2F)C(=O)S1,2%,1.6%,5%,u,-2%,
Cc1cc2nnc(SCC(=O)NC3CCCCC3)n2c(N)n1,1%,0.4%,7%,-7%,7%,
COc1ccc(C(=O)Nc2ccnn2C2CCN(C3CCC3)CC2)cc1,-22%,i,-16%,-8%,6%,
CCN1CCN(CCNC(=O)c2ccc(CS(=O)(=O)c3ccccc3C)o2)CC1,0%,2.1%,1%,28%,10%,
CC(C)(C)NS(=O)(=O)c1ccc(OCC(=O)NCCC2=CCCCC2)cc1,12%,i,-2%,12%,3%,
O=C(O)CCc1ccc(-c2cccs2)n1CCc1ccccc1,-7%,0.2%,1%,46%,9%,
O=C(NCc1ccc(F)cc1)C1CCN(S(=O)(=O)N2CCC3(CC2)OCCO3)CC1,1%,0.1%,-2%,-1%,-7%,
Cc1ccc(Nc2ncnc3c2oc2ccccc23)cc1,-8%,10%,6%,34%,-9%,
COc1ccccc1C(=O)NNC(=S)NC(=O)c1cc(OC)c(OC)c(OC)c1,5%,47%,u,u,1%,
CCN(CC)S(=O)(=O)c1ccc(N2CCOCC2)c(NC(=O)CC23CC4CC(CC(Br)(C4)C2)C3)c1,-1%,0.5%,11%,33%,-14%,
Cc1cc(N2CCCCCC2)n2nc(C)c(-c3ccccc3)c2n1,8%,2.6%,9%,10%,-32%,
O=C(COC(=O)c1ccc(O)cc1)NCc1ccc2c(c1)OCO2,0%,4.5%,0%,-4%,-14%,
CC(C)(C)OC(=O)C[C@H]1C/C=C\C[C@H](CC(=O)N(CCO)Cc2ccccc2)C(=O)NCCOC1=O,x,0.5%,2%,17%,0%,
Cc1nc(C)n(CC(=O)c2ccc(Cl)cc2Cl)n1,-3%,0.2%,-1%,2%,2%,
N/C(=N\OC(=O)c1cc(-c2ccccc2)nc2ccccc12)c1ccccn1,-8%,7.3%,45%,u,-11%,VEEV TC-83 Vero 10K pilot screen=6.5
CCOC(=O)N1CCN(c2nnc(-c3ccc(C)cc3)c3ccccc23)CC1,-8%,9.3%,12%,60%,-4%,
CCCc1nnc(SCC(=O)Nc2ccc3c(c2)OCCO3)n1CCOC,-3%,0.7%,10%,-3%,7%,
Cc1ccc(OCC(O)CN2CCN(CC(O)COC(C)C)CC2)c(C(C)(C)C)c1 (stereo unspecified),-2%,i,5%,14%,6%,
CC(=O)N1CCCc2cc(S(=O)(=O)N3CCCC(C(=O)Nc4ccc(C)cc4C)C3)ccc21 (stereo unspecified),5%,1.4%,6%,-6%,-3%,
Cc1ccc(C(=O)N/C(=C\c2ccc(-c3ccc(Br)cc3)o2)C(=O)NC2CCS(=O)(=O)C2)cc1 (stereo unspecified),-8%,0.5%,0%,67%,-11%,
CCN(Cc1ccccc1)C(=O)COc1cc(=O)n(CC)c2ccccc12,2%,7.0%,-6%,1%,-1%,
O=C(c1cc(Cl)ccc1OCc1ccccc1)N1CCOCC1,-7%,0.6%,1%,-14%,-1%,
CC(C)(C)OC(=O)N1CCC(C(=O)Nc2cccc(C(=O)NCCCc3ccccc3)c2)CC1,x,6.2%,x,x,-14%,
NC(=O)c1cc2ccc(O)cc2oc1=NCc1ccccc1,-50%,1.9%,u,68%,2%,
Cc1cc(CNC(=O)C2(C(F)(F)F)C/C(=C\Cc3ccccc3)CCCO2)nn1C (stereo unspecified),3%,0.2%,-3%,6%,1%,
Brc1ccc(-c2noc3c2-c2nc(C4CCCCC4)sc2CC3)cc1,-2%,i,-4%,32%,1%,
NC(N)=Nc1nc2ccc(Br)cc2c(=O)[nH]1,-6%,3.1%,5%,-1%,1%,
OC1(c2cccs2)CN(c2ccc(Br)cc2)C2=[N+]1CCCS2 (stereo unspecified),10%,15µM*,11%,-5%,2%,
COc1ccc(CCNC(=O)c2cc3ccccn3n2)c(OC)c1OC,0%,4.1%,-15%,16%,2%,
O=S(=O)(NCC1CN(S(=O)(=O)c2c(F)cccc2F)C1)c1ccc2c(c1)OCCO2,x,0.1%,-8%,14%,-5%,
COC(=O)C1CCN(S(C)(=O)=O)CC1,-15%,i,-2%,-8%,3%,
COc1ccc(C)cc1S(=O)(=O)N1CCC(C(=O)NCCC2=CCCCC2)CC1,1%,i,-2%,14%,-5%,
Cc1cc(C)cc(OCC(=O)N2N=C(c3cccnc3)CC2(O)C(F)(F)F)c1 (stereo unspecified),-4%,4.4%,-1%,17%,-2%,
O=C(Nc1nnc(SCCN2CCOCC2)s1)C1CC(=O)N(c2ccc(F)cc2)C1 (stereo unspecified),-4%,8.4%,-17%,-5%,-9%,
# The results go on.
SMILES,PhoP GFP inhibition,VEEV TC-83 Vero,H37Rv inhibition,M. tuberculosis,H1N1 NS1A inhibition,others
C=CCOc1ccccc1CNCCNC(=O)c1nonc1N,3%,i,-4%,-17%,7%,
CCOC(=O)C1=CN(Cc2cccc(F)c2)S(=O)(=O)NC1c1ccc(F)c(Cl)c1 (stereo unspecified),x,0.7%,x,x,17%,
COC(=O)c1ccc(-n2nnnc2SC)cc1,1%,0.7%,-7%,16%,2%,
Cc1cc(OCC(=O)N(C)C2CCCCC2)cc(C)c1Cl,8%,0.9%,7%,42%,-8%,
Cn1c(CN2CCCC2)nc2cc(NC(=O)COc3ccc(Cl)cc3)ccc21,24%,i,-7%,19%,-4%,
CCN1C(=O)C(=O)N(CC(=O)Nc2ccccc2Oc2ccccc2)C1=O,0%,i,4%,-6%,-12%,
CCOC(=O)C1=C(C)Nc2ccccc2N=C1NC(=O)c1oc2ccccc2c1COC,x,8.7%,3%,56%,-3%,
CCOC(=O)c1c(-c2ccsc2)csc1N,2%,1.2%,1%,-1%,-9%,
Cc1ccc2oc(=O)n(CC(=O)O)c2c1,-11%,0.3%,-7%,0%,-2%,
O=C(CCC(=O)N(CC(=O)NC1CCCC1)c1ccccc1F)Nc1nccs1,10%,0.8%,-2%,-1%,6%,

# Six consecutive compounds out of the list so far, quoted:
SMILES,PhoP GFP inhibition,VEEV TC-83 Vero,H37Rv inhibition,M. tuberculosis,H1N1 NS1A inhibition,others
COC(=O)c1ccc(-n2nnnc2SC)cc1,1%,0.7%,-7%,16%,2%,
Cc1cc(OCC(=O)N(C)C2CCCCC2)cc(C)c1Cl,8%,0.9%,7%,42%,-8%,
Cn1c(CN2CCCC2)nc2cc(NC(=O)COc3ccc(Cl)cc3)ccc21,24%,i,-7%,19%,-4%,
CCN1C(=O)C(=O)N(CC(=O)Nc2ccccc2Oc2ccccc2)C1=O,0%,i,4%,-6%,-12%,
CCOC(=O)C1=C(C)Nc2ccccc2N=C1NC(=O)c1oc2ccccc2c1COC,x,8.7%,3%,56%,-3%,
CCOC(=O)c1c(-c2ccsc2)csc1N,2%,1.2%,1%,-1%,-9%,

# Going on with the list:
SMILES,PhoP GFP inhibition,VEEV TC-83 Vero,H37Rv inhibition,M. tuberculosis,H1N1 NS1A inhibition,others
O=C(CCCCCn1c(=O)[nH]c2ccsc2c1=O)N1CCN(C2CCCCC2)CC1,-9%,0.5%,-2%,4%,1%,
COc1ccc(C2(CNC(=O)Cc3ccccc3)CCCC2)cc1OC,3%,i,-2%,0%,-4%,
CN(C)C(=S)Nc1ccc2c(c1)OCO2,16%,1.5%,10%,1%,-2%,
CCN1C(=O)[C@H]2[C@H]3CN=C(SCc4ccccc4)N3[C@@](Cc3ccccc3)(C(=O)OC)[C@H]2C1=O,x,1.1%,x,x,4%,
CCOC(=O)c1nnc2cc(C)nn2c1C,-15%,0.4%,-5%,1%,x,
CCc1ccccc1NC(=S)N(CCCN1CCOCC1)Cc1cccs1,-6%,3.8%,5%,-5%,-6%,VEEV TC-83 Vero 10K pilot screen=0.0
C=CCSc1nnc(-c2ccccc2N=Cc2c(C)[nH]n(-c3ccccc3)c2=O)c(=O)[nH]1,4%,i,3%,36%,-4%,
CCNCC(O)c1cccc(O)c1 (stereo unspecified),2%,0.6%,20%,2%,-2%,
CC(C)(C)OC(=O)N(CCc1ccccc1)Cc1ccc(OCc2cccc(NC(=O)c3ccccc3)c2)cc1,x,3.2%,x,x,-3%,
COc1ccc(-c2csc(NC(=O)C3CSC4(C)CCC(=O)N34)n2)cc1OC (stereo unspecified),0%,0.2%,0%,0%,8%,
O=C(c1ccc(S(=O)(=O)N2CCCC2)cc1)N1CCCc2ccccc21,-1%,4.0%,59%,10%,-3%,
CC12CCC(=O)N1C(C(=O)NNC(=O)COc1cccc(C(F)(F)F)c1)CS2 (stereo unspecified),5%,8.4%,13%,-13%,-3%,
Cc1nc(NC(=O)CC(C)C)sc1-c1csc(Nc2ccc(Cl)cc2)n1,8%,6.2%,u,50%,3%,
Cc1cccc(N=C(N2CCOCC2)P(=O)(N2CCOCC2)N2CCOCC2)c1,-11%,i,9%,-2%,3%,
O=C(COC(=O)c1n[nH]c(=O)c2ccccc12)NC1CCCCC1,x,2.3%,-6%,-5%,-3%,
Cc1cccc(NC(=O)CNc2cc(C)ccc2C)c1,-13%,2.5%,-12%,10%,-2%,
Cc1ccc(CS(=O)(=O)c2ccccc2-c2nnc(-c3ccc(Cl)cc3)o2)cc1,-5%,i,3%,-1%,-3%,
O=C(c1ccc(S(=O)(=O)Nc2ccccc2Cl)cc1)N1CCOCC1,-1%,2.5%,-4%,-12%,-4%,
Cc1cc(CNC(=O)COc2cc(F)ccc2[N+](=O)[O-])c2ccccc2n1,-13%,1.1%,3%,-9%,-2%,
CC(C)(C)c1csc(NC(=O)Nc2ccccc2)n1,1%,5.8%,-5%,34%,0%,
CCC(C(N)=NCCc1ccc(OC)c(OC)c1)c1ccccc1 (stereo unspecified),8%,2.4%,4%,-3%,2%,
C=CCOc1ccc(CN(C)C(=O)CN2C(=O)c3ccccc3C2=O)cc1,6%,1.0%,-7%,-1%,-6%,
C/C(CC(=O)Nc1ccc(Cl)cc1Cl)=N\NC(=O)C(=O)NCCO,4%,0.7%,-1%,x,-5%,
CCOP(=O)(OCC)C(O)c1ccccc1 (stereo unspecified),3%,0.7%,-12%,-18%,-3%,
O=C(CC(SCCO)c1ccc(F)cc1)c1ccco1 (stereo unspecified),-9%,6.5%,u,-11%,9%,
CCC1=C(OC(=O)N(CC)CC)N2C(=O)OC(=NCC(=O)OC)[C@]2(Cc2ccccc2)[C@H]2C1=CC[C@H]1C(=O)NC(=O)[C@H]12,-1%,i,3%,6%,-9%,VEEV TC-83 Vero 10K pilot screen=0.2
